TTR transcr act: TTR transcription activators in neuroblastoma reporter cells, primary screen, cell-based, luminescence, SH-SY5Y, TTR promoter Gaussia luciferase. activation, % at 16.7 µM. hit rate 1.3% among 92,000. AID 1117267, 2014. 100% = recombinant luciferase protein wells;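 active = activation above the mean of all tested compounds plus 3 SD, cut at about 9.5% in these data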;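 note: cells exposed to compounds for one day before reading; 0% = median of all test compound wells on the plate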
Numbers without * were called inactive. These rows are one share of the data (hit frequency here may not be typical).

cpd | TTR transcr act | Structure
1 | -1.7 | CC1CCCCC1NC(=O)c1nn(C)c2c1CS(=O)(=O)c1ccccc1-2 (stereo not drawn)
2 | -13 | N#Cc1ccc(NC(=O)Nc2ccc(Cl)cc2)cc1
3 | -1.3 | CC1C(=O)N2CCCc3cc(S(=O)(=O)NCc4ccc(Cl)cc4)cc1c32 (stereo not drawn)
4 | -0.2 | O=C1CC(c2ccc3c(c2)OCO3)N=C2N(Cc3ccc4c(c3)OCO4)C/C(=C/c3ccccc3)N12 (stereo not drawn)
5 | -1.5 | COc1ccccc1C(=O)Nc1sc2c(c1C(=O)NCc1ccco1)CCCC2
6 | 0.2 | COc1cc(OC)cc(C(=O)Nc2nnc(-c3cccnc3)o2)c1
7 | 6.0 | Cc1cc(C(F)(F)F)nn1CC(=O)NCc1ccccc1
8 | -0.2 | O=C(NCc1ccco1)c1cc2nc(C3CC3)cc(C(F)(F)F)n2n1
9 | 7.6 | Cc1cc(C(=O)Nc2ccc3c(c2)OCCO3)c2ccccc2n1
10 | -1.8 | O=CNC(Cc1ccccc1)C(=O)O (stereo not drawn)
11 | -0.9 | NNC(=O)COc1ccc(F)cc1
12 | 2.8 | Cc1ccc(C)c(N2CCN(C(=O)CCc3nc(-c4ccc(Br)cc4)no3)CC2)c1
13 | -0.6 | CCC1CCCCN1CCNC(=O)C1CCN(S(=O)(=O)c2cccc3nsnc23)CC1 (stereo not drawn)
14 | 3.6 | Cc1cc(C)cc(C(=O)NCC(=O)OCC(=O)NC2CC2)c1
15 | -2.6 | COC(=O)[C@@]1(Sc2ccc(C)cc2)CC(=O)N(C(=O)CCc2ccccc2)[C@@H]1c1ccccc1
16 | -0.6 | CCCCCCn1c(=O)n2n(c1=O)[C@@H]1CN(S(=O)(=O)c3ccc(C)cc3)C[C@]1(O)[C@@H](OC(=O)Nc1c(C)noc1C)C2
17 | 4.1 | Cc1nc(C(=O)NNC(=O)Nc2ccc(Cl)cc2)cs1
18 | 1.2 | NC(=O)c1ccc(N2CCN(c3ccccc3O)CC2)c([N+](=O)[O-])c1
19 | -1.4 | NC(Cc1ccc(C(F)(F)F)cc1)c1csc(Nc2cnccn2)n1 (stereo not drawn)
20 | -1.8 | CCOc1ccc(NC(=O)CN2CCN(CC(=O)Nc3ccc(OC)cc3OC)CC2)cc1
21 | 0.1 | Cc1occc1-c1n[nH]c(=S)n1-c1ccccc1
22 | -1.5 | C[C@H](CO)N1C[C@H](C)[C@@H](CN(C)Cc2ccccc2F)Oc2ncc(Br)cc2C1=O
23 | -0.6 | Cc1c(Cc2ccccc2)c(=O)oc2cc(OCC(=O)NC(Cc3ccc(Cl)cc3)C(=O)O)ccc12 (stereo not drawn)
24 | -1.2 | O=c1nc(NCc2ccccc2Cl)cn[nH]1
25 | 1.8 | Cc1cc(=O)n2c(nc3ccccc32)[nH]1
26 | -2.4 | O=C(Nc1nc(-c2ccco2)c(-c2ccco2)s1)C1CC(=O)N(c2ccc3c(c2)OCCO3)C1 (stereo not drawn)
27 | -0.5 | O=C(CCc1ccccc1)NNC(=O)C12CC3CC(CC(C3)C1)C2
28 | -0.4 | CCCC(C)C(=O)Nc1cccc(NC(C)=O)c1 (stereo not drawn)
29 | 3.5 | C=CCN(c1ccccc1C(=O)NCC(=O)OCC)S(=O)(=O)c1ccc(C)cc1
30 | -0.3 | COc1ccc(CN2CCNC(=O)C2CC(=O)NCCC2=CCCCC2)c(F)c1 (stereo not drawn)

Remaining list, next part.
cpd | TTR transcr act | Structure
31 | -0.4 | CCOc1ccc(N2CC(C(=O)Nc3ccc(S(=O)(=O)N4CCOCC4)cc3)CC2=O)cc1 (stereo not drawn)
32 | 2.5 | CC(C)OC(=O)CCCNc1ccc([N+](=O)[O-])cc1[N+](=O)[O-]
33 | -1.4 | O=C(COC(=O)C1CCN(S(=O)(=O)c2cccc3cccnc23)CC1)c1ccccc1
34 | -2.1 | O=C(Nc1cccnc1)c1sc2cccc(F)c2c1Cl
35 | -0.9 | CCOC(=O)C1(Cc2ccccc2)C(=O)Nc2ccccc21 (stereo not drawn)
36 | 0.7 | Cn1c(N)cc(=O)[nH]c1=S
37 | 0.6 | CCOc1ccc(C(=O)NCC(=O)OCC(=O)N2CCCCC2)cc1
38 | -2.3 | O=C(c1cccc(C(=O)N2CCN(c3ccccc3)CC2)c1)N1CCN(c2ccccc2)CC1
39 | 0.5 | CNC(=S)Nc1cccc(S(=O)(=O)NC2=NCCC2)c1
40 | 1.6 | O=C(COc1ccccc1[N+](=O)[O-])NCCC1=CCCCC1
41 | 8.3 | COc1ccccc1-c1oc2ccccc2c1C#CCCCCO
42 | -2.2 | CSc1ccccc1OCc1cc(C(=O)NC2CCOC(C)(C)C2)no1 (stereo not drawn)
43 | -2.5 | CCOC(=O)C1CCN(c2cc3c(cc2NC(=O)c2ccccc2Cl)n(C)c(=O)n3C)CC1
44 | -0.9 | COC(=O)c1cc(C(=O)OC)cc(-n2c(C)cc(C=O)c2C)c1
45 | -0.6 | CC1(C)Cc2nc3sc(C(=O)NCCO)c(N)c3cc2CO1
46 | 2.7 | CC(=O)CSc1nc2nccnc2[nH]1
47 | -1.8 | COc1cccc(C(C)NC(=O)Nc2cccc(C(F)(F)F)c2)c1 (stereo not drawn)
48 | -1.0 | COc1cc2cc(CN(Cc3ccc4c(c3)OCO4)C(=O)c3ccco3)c(=O)[nH]c2cc1OC
49 | 1.6 | CCCCCc1ccc(-c2ccc(OCC)cc2)nc1
50 | -0.6 | CS(=O)(=O)Nc1ccc(C(=O)N2CCCC2)cc1
51 | -2.1 | CCN(CC)C(=O)N1c2ccccc2Sc2ccccc21
52 | -1.9 | Cc1cc(C(C#N)c2ccccc2F)n2ncnc2n1 (stereo not drawn)
53 | 0.2 | Cc1cccc(N=C2NC(=O)c3cc([N+](=O)[O-])ccc32)c1
54 | 1.0 | O=C(Nc1ccccc1)c1cccc(N2C(=O)C3C4C=CC(C4)C3C2=O)c1 (stereo not drawn)
55 | -1.7 | COc1ccc(CCN(C)CCC(=O)Nc2c(C)cc(C)cc2C)cc1OC
56 | -2.6 | COC(=O)c1c(-c2ccsc2)oc2ccc(-c3cc(OC)c(OC)c(OC)c3)cc12
57 | -2.4 | COc1cc(-c2cc(-c3ccc(F)cc3)nc(N)c2C#N)ccc1O
58 | -1.3 | COc1cc(C(=O)Nc2ccc3ccccc3c2)cc(OC)c1OC
59 | 2.5 | COc1cc(/C=C/C(=O)OCC(=O)Nc2ccc3c(c2)OCCO3)ccc1OCC#N
60 | 4.0 | COc1ccc(CCNC(=O)c2cc(-c3ccco3)on2)cc1OC

Going on with the list:
cpd | TTR transcr act | Structure
61 | 1.4 | COc1ccc(C(=O)Nc2c3c(nn2-c2cccc(Cl)c2)CS(=O)C3)cc1 (stereo not drawn)
62 | 3.6 | Cc1ccc(C(=O)NCC(=O)NCc2ccc(Cl)cc2)s1
63 | -0.3 | O=C(NCc1ccccc1)C(c1ccco1)N(C(=O)c1csnn1)C1CC1 (stereo not drawn)
64 | 0.9 | C=CCNC(=O)c1ccc(Cn2c(=S)[nH]c3cc4c(cc3c2=O)OCO4)cc1
65 | 7.5 | CCOC(=O)c1c(C)[nH]c(C(=O)COC(=O)CSC)c1C
66 | 0.0 | COC(=O)C(CN)CN1C(=O)c2ccccc2C1=O (stereo not drawn)
67 | 2.0 | CN(C(=S)NC(=O)/C=C/c1ccc(F)cc1)C1CCCCC1
68 | -1.4 | COC[C@H]1CCCN1c1cccc2c1S(=O)(=O)N(C1CC1)CC[C@@H](C)O2
69 | 2.8 | CC(=O)N1CCN(Cc2nc3cc(Cl)ccc3c(=O)[nH]2)CC1
70 | 1.0 | COc1cc(Cl)c(C)cc1NC(=O)CSc1ccccc1
71 | 0.0 | O=C(NCCCN1CCOCC1)c1ccc2nc(Cc3cccc(Cl)c3)oc2c1
72 | 0.3 | N#Cc1ccc(C23CC4(C2)[C@H](CN(Cc2ccc(C(F)(F)F)cc2)[C@@H]4c2ccccc2)C3c2ccccc2)cc1 (stereo partly drawn)
73 | 0.1 | COC(=O)c1cccc(Cn2ccc3ccc(-c4ccc5ccn(C(=O)c6ccccc6)c5c4)cc32)c1
74 | -0.9 | Cc1nc(C(=O)NNC(=O)c2ccc(Cl)cc2)cs1
75 | 1.6 | NC(=S)N(c1ccccc1)c1ccccc1
76 | 3.0 | O=C(NCCCN1CCN(c2ccccc2F)CC1)C1CCC(=O)N1C1CCCCC1 (stereo not drawn)
77 | -1.0 | O=C(O)c1cccc(NC(=O)c2ccc(Cl)c(S(=O)(=O)N3CCCCCC3)c2)c1
78 | -1.1 | CCOc1ccc(C(=O)Nc2cccc(-n3cnnn3)c2)cc1OCC
79 | -3.5 | O=C(CCCO)CCCCCCCCC[C@H]1N[C@H](CO)[C@@H](O)[C@@H]1O
80 | 1.7 | CCCCN1C(=O)C(CC(=O)NCc2ccco2)CC(C(=O)N(C)C)=C1C (stereo not drawn)
81 | 0.8 | Cn1c(SCC(=O)Nc2cccnc2Cl)nc2ccccc21
82 | 0.6 | O=C(/C=C1\SC(=O)NC1=O)Nc1ccc(F)cc1
83 | -1.1 | CCOC(=O)[C@]12CCCC=C1N(Cc1ccc(OC)cc1)C(=O)[C@@H]2CC(=O)N1CCSCC1
84 | -0.4 | COc1ccc(C(c2nnnn2-c2c(C)cccc2C)N2CCN(C/C=C/c3ccccc3)CC2)cc1 (stereo not drawn)
85 | -1.4 | COc1ccc(Cl)cc1NC(=O)/C=C/C(=O)O
86 | -2.8 | Cc1ccc(C(=O)Nc2nc3n(n2)C(c2ccccc2)CC(=O)N3)cc1 (stereo not drawn)
87 | -0.3 | Cc1cc(Cl)c(OCCOCCN2CCN(C)CC2)c(Br)c1
88 | 0.6 | N#CCc1cccnc1Sc1ccc(Cl)cc1
89 | -0.2 | COC(=O)C(Cc1c[nH]c2ccccc12)NC(=O)C1CC1 (stereo not drawn)
90 | 0.8 | Cc1ccc2[nH]c3c(=O)n(CCN4CCNCC4)cnc3c2c1

Going on with the list.
cpd | TTR transcr act | Structure
91 | -2.0 | Cc1nn(C)c(C)c1/C=N/NC(=O)c1csc2ccccc12
92 | -2.1 | CC(C)c1ccc(N(C(=O)c2csnn2)C(C(=O)NC(C)(C)C)c2cccnc2)cc1 (stereo not drawn)
93 | 3.0 | CN(C)S(=O)(=O)c1ccc(NC(=O)c2ccccn2)cc1
94 | -2.2 | CCNC(=O)c1ccc(-n2nc(C(F)(F)F)c3c2CCCC3)cc1
95 | -0.9 | O=C(NCC1CCCO1)C(=O)NCC(c1ccco1)N1CCN(c2ccc(F)cc2)CC1 (stereo not drawn)
96 | -0.1 | Cc1ccc(S(=O)(=O)C(C#N)c2nc3ccccc3nc2OCCO)cc1 (stereo not drawn)
97 | -1.7 | CCN(CC)CCN(C(=O)c1ccc(N2C(=O)CCC2=O)cc1)c1nc2cc3c(cc2s1)OCO3
98 | -1.1 | Cc1ccc(C)n1CCN1CCN(C(=O)c2ccc(Cl)cc2)CC1
99 | -0.6 | CCOc1ccccc1NS(=O)(=O)c1ccc(OC)c(OC)c1
100 | 0.1 | Cn1nnc2cc(NC(=O)Nc3cccc(C(F)(F)F)c3)ccc21
101 | 3.0 | O=C(COC(=O)c1cccnc1Cl)Nc1ccc2c(c1)OCO2
102 | 15* | CCOC(=O)CCSc1nc(C)c2cc(C)c(C)cc2n1
103 | 0.0 | CCCCN1CCS(=O)(=O)N(Cc2cn(Cc3cccc(Cl)c3)nn2)C(C(=O)OC)C1 (stereo not drawn)
104 | -0.5 | CC/C(=N\NC(=O)c1cc(C2CC2)[nH]n1)c1ccccc1
105 | -1.1 | COc1ccc(C2CC(c3ccccc3)=NN2c2ccc(N)cc2)cc1 (stereo not drawn)
106 | -0.2 | Cc1ccc(OCC(O)CNC2CCCC2)cc1C (stereo not drawn)
107 | 2.5 | CN(Cc1ccccc1)C(=O)c1ccccc1-c1ccccc1
108 | -1.6 | C=C1CCN([C@@H](Cc2ccccc2)C(=O)NC2CCN(Cc3ccccc3)CC2)S(=O)(=O)c2ccccc21
109 | 1.3 | CNC(=O)OCN1C(=O)C2CC=CCC2C1=O (stereo not drawn)
110 | 1.6 | COc1ccc(Nc2nc3[nH]c(=O)cc(O)c3s2)cc1
111 | -1.6 | O=C(NNC(=O)c1cc2ccccc2oc1=O)c1ccccc1[N+](=O)[O-]
112 | 2.9 | Cc1ccc(C(=O)Cc2ccccc2)c(O)c1
113 | 0.7 | Cc1cc(NC(=O)c2noc3c2CCCCC3)nn1Cc1ccc(Cl)cc1
114 | 0.5 | CCN1CNC(=S)N(Cc2ccccc2)C1
115 | 0.6 | CN(C)c1ccc(/C=N/NC(=O)CN2CCCCC2)cc1Br
116 | -2.9 | CCOC(=O)c1sc2nc(NC(=O)C(C)(C)C)sc2c1C
117 | 1.5 | CCOc1ccc(Oc2nc(NCC(C)C)nc(OC)n2)nn1
118 | 0.5 | CCC(C)(C(=O)NC1CCCCC1)N(CC1CCCO1)C(=O)c1ccccn1 (stereo not drawn)
119 | 1.1 | O=c1[nH]c(/C=C/c2cccc3ccccc23)nc2ccccc12
120 | 2.1 | Cc1cc(COC(=O)C2N3C(=O)[C@@H](NC(=O)COc4ccccc4)[C@H]3SC2(C)C)on1 (stereo partly drawn)

Going on with the list.
cpd | TTR transcr act | Structure
121 | -1.0 | CCCC(=O)NC(Nc1ccc(S(=O)(=O)Nc2cc(C)on2)cc1)(C(F)(F)F)C(F)(F)F
122 | -0.8 | CCOc1ccc2nc(NC(=O)Cn3cnc4c3c(=O)n(C)c(=O)n4C)sc2c1
123 | 1.1 | COC(=O)c1ccc(Nc2ncnc3c2cnn3-c2cccc(C)c2)cc1
124 | -2.1 | CN1CCN(c2ccc(C(CC(N)=O)NC(=O)Cc3ccc(Br)cc3)cc2[N+](=O)[O-])CC1 (stereo not drawn)

Screens from PubChem BioAssay.
